Bioassay records from PubChem.
PLAP inhibitors HTS: PLAP enzyme inhibitors, biochemical, luminescence, HTS (AID 690) | Alkaline phosphatase, placental type (Homo sapiens) | purified PLAP, luminescent substrate; higher % means a stronger effect | inhibition, % at 20 µM, or IC50 in µM where a hit was titrated | 96,000 tested, 0.08% active; in the data active = a potency from the dose series; inactive = the rest, 99 in 100 with inhibition below about 30%; note: strong numbers were not always called active
NFkB transloc inh: inhibitors of IL-1B driven NFkB p65 nuclear import, primary screen, imaging, HUVEC, IL-1B stimulus, high-content imaging | HUVEC IL-1B NFkB p65 nuclear translocation imaging | 94,000 tested, 0.43% active | AID 796, 2007 | inhibition, % at 2 µM;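 active = inhibition above about 30% together with a positive call from visual inspection of the well image, limit read from the data; inconclusive = inhibition above a set limit but visual check negative; inactive = inhibition not above a set limit, visual check negative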;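 note: nuclear over cytoplasmic p65 intensity ratio measured by imaging; 0% = IL-1B stimulated DMSO wells and 100% = unstimulated DMSO wells; values of inactives mirror those of a sister screen read the other way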
MRP resist rev: reversal of MRP1-mediated doxorubicin resistance, primary screen, H69AR cells, doxorubicin co-treatment; differential viability (reversal), % at 10 µM; H69AR cells + 2 uM doxorubicin, CellTiter-Glo, 72 h; 85,000 tested, 0.04% active; AID 602, 2007;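 active = viability drop by adding the cancer drug above about 55%, with treated viability meeting a 40% cutoff, limit read from the data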;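 note: viability without doxorubicin minus viability with 2 µM doxorubicin for each compound; larger differential means the compound sensitizes cells more to doxorubicin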
NFkB transloc pot: enhancers of NFkB p65 translocation in HUVEC – imaging, IL-1B stimulus, high-content imaging, primary screen; HUVEC IL-1B NFkB p65 nuclear translocation imaging; 94,000 tested, 0.3% active; activation, % at 2 µM;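 active = activation above 40%, about the mean plus 3 SD, also judged a hit on visual image review; inconclusive = activation above 40% but not a hit on visual review; inactive = activation not above 40% and no visual hit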;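 note: percent activation is computed from the nuclear over cytoplasmic p65 intensity ratio; values of inactives mirror those of a sister screen read the other way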
Bcl-B displacement: displacers of TR3 peptide from Bcl-B, primary screen, selectivity assay for Bfl-1 inhibitor project, biochemical, fluorescence polarization. Bcl-2-like protein 10 (Homo sapiens). FP displacement of FITC-TR3 peptide from Bcl-B; higher % means a stronger effect. one-dose displacement, % at 20 µM; IC50 in µM for titrated hits. 96,000 tested, 0.11% active. AID 748, 2007;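 active = displacement above 50% at 20 µM plus a fluorescence interference ratio under 1.5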;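 note: plate controls were wells without compound for no effect and wells lacking Bcl-B protein for full effect; a part of the inactive calls stands beside numbers as strong as those of hits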
MRP resist rev cytotoxicity: also measured in MRP resist rev; calls as there; viability, %; H69AR cells, CellTiter-Glo, 72 h; measured here: cytotoxicity without doxorubicin
MRP resist rev with doxorubicin: recorded beside MRP resist rev, whose call it bears; viability, %; measured here: viability with 2 uM doxorubicin; hits give low values
NFkB transloc inh cell count 2 µM: second read-out of NFkB transloc inh, no call of its own (marks repeat the call); cell count; measured here: cells passing quality filter;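 raw number of nuclei counted in each imaged well without normalization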
NFkB transloc pot cell count 2 µM: also measured in NFkB transloc pot; calls as there; cell count; measured here: cells passing quality filter
* marks the source's active call; other numbers are inactive results; ? = inconclusive; nt = no result given. Not all compounds are listed, so the mix of outcomes need not match the whole.

nr	compound	PLAP inhibitors HTS	NFkB transloc inh	NFkB transloc inh cell count 2 µM	MRP resist rev	MRP resist rev cytotoxicity
1	CSc1cc(/C=N/O)c(SC)s1	0%	2	87	nt	nt
2	CCOC(=O)c1cc(OC(=O)c2cccs2)n(-c2ccccc2)n1	-1%	3	141	0	99
3	CS(=O)(=O)N(CCc1ccccc1)CC(=O)NCc1cccnc1	11%	7	76	51	101
4	O=C1NC(c2cccs2)C(C(=O)c2ccccc2)C(O)(C(F)(F)F)N1 (configuration not stated)	-5%	-4	129	-7	95
5	CCOc1ccc(NS(=O)(=O)c2ccc(NC(=S)NC(=O)C(C)C)cc2)cc1	-11%	-5	157	nt	nt
6	COc1ccc(-n2nc(C(=O)NCC(=O)NCc3ccc(F)cc3)c3ccccc3c2=O)c(OC)c1	12%	6	190	nt	nt
7	CCOC(=O)C(C)c1n[nH]c(=O)c2ccccc12 (configuration not stated)	23%	-10	129	-1	93
8	COc1ncnc2c1NC1=C(S2)C(=NCCC(=O)O)CC(C)(C)C1	-12%	-4	177	-1	82
9	Cc1ccc(C)c(N2CCN(C(=O)C3CCCN(S(=O)(=O)c4c(C)[nH]c(=O)[nH]c4=O)C3)CC2)c1 (configuration not stated)	-61%	-11	183	-4	92
10	CCC(=O)NC(=S)Nc1ccccc1F	-5%	-16	165	nt	nt
11	CCCn1c(SCC(=O)Nc2nonc2C)nnc1-c1ccoc1C	0%	0	184	4	91
12	c1ccc(CNc2ccc3c(c2)ncn3C2CCCCC2)nc1	4%	-12	155	7	81

nr	MRP resist rev with doxorubicin	NFkB transloc pot	NFkB transloc pot cell count 2 µM	Bcl-B displacement
1	nt	-2	87	-1%
2	99	-3	141	-10%
3	50	-7	76	-6%
4	102	4	129	-16%
5	nt	5	157	8%
6	nt	-6	190	-6%
7	94	10	129	3%
8	83	4	177	19%
9	96	11	183	-26%
10	nt	16	165	1%
11	87	0	184	-7%
12	74	12	155	0%

In the list so far, these have fluorine.
nr	compound	PLAP inhibitors HTS	NFkB transloc inh	NFkB transloc inh cell count 2 µM	MRP resist rev	MRP resist rev cytotoxicity
4	O=C1NC(c2cccs2)C(C(=O)c2ccccc2)C(O)(C(F)(F)F)N1 (configuration not stated)	-5%	-4	129	-7	95
6	COc1ccc(-n2nc(C(=O)NCC(=O)NCc3ccc(F)cc3)c3ccccc3c2=O)c(OC)c1	12%	6	190	nt	nt
10	CCC(=O)NC(=S)Nc1ccccc1F	-5%	-16	165	nt	nt

nr	MRP resist rev with doxorubicin	NFkB transloc pot	NFkB transloc pot cell count 2 µM	Bcl-B displacement
4	102	4	129	-16%
6	nt	-6	190	-6%
10	nt	16	165	1%

Next part:
nr	compound	PLAP inhibitors HTS	NFkB transloc inh	NFkB transloc inh cell count 2 µM	MRP resist rev	MRP resist rev cytotoxicity
13	O=C(Cc1cccc2ccccc12)N/N=C1\CCCc2ccccc21	10%	6	207	nt	nt
14	c1ccc(CSc2nnc(-c3cccs3)n2Cc2ccco2)cc1	nt	-46	125	-5	78
15	CC(C)(C)NC(=O)NC(=O)COC(=O)Cn1c(C(F)(F)F)nc2ccccc21	2%	11	99	14	104
16	CN(C)c1[nH]c(=O)c(C#N)c2c1CCN2Cc1ccccc1	-2%	-8	108	1	99
17	CC1Cc2ccccc2N1C(=O)c1ccc2c(c1)nnn2C (configuration not stated)	19%	-16	149	-10	81
18	O=C(c1cccc2ccccc12)n1nnc2ccccc21	nt	12	100	-23	7
19	Cc1cc(C(=O)NCc2ccccc2F)cs1	-7%	-4	128	nt	nt
20	Cc1sc(NC(=O)c2cccs2)nc1-c1ccccc1	-6%	8	97	159	234
21	COc1ccc(-c2cc(C(=O)NCc3ccccc3)no2)cc1OC	8%	1	199	nt	nt
22	CCCCCOc1ccc(C(=O)N(Cc2ccco2)C2CCS(=O)(=O)C2)cc1 (configuration not stated)	-24%	nt	nt	-7	83
23	CCN1CCN(C(=O)c2cn(CCOC)c(=O)c3c2c2ccccc2n3C)CC1	-42%	1	105	-12	79
24	COc1ccc(Cl)c(NC(=O)Cn2nnc(-c3ccccc3N)n2)c1	5%	7	134	-5	72

nr	MRP resist rev with doxorubicin	NFkB transloc pot	NFkB transloc pot cell count 2 µM	Bcl-B displacement
13	nt	-6	207	2%
14	84	?	nt	nt
15	90	-11	99	10%
16	98	8	108	9%
17	91	16	149	-5%
18	30	-12	100	nt
19	nt	3	128	3%
20	75	-8	97	9%
21	nt	-1	199	-4%
22	91	nt	nt	-12%
23	91	-1	105	4%
24	77	-7	134	-6%

Following part:
nr	compound	PLAP inhibitors HTS	NFkB transloc inh	NFkB transloc inh cell count 2 µM	MRP resist rev	MRP resist rev cytotoxicity
25	COc1ccc(CCn2c(C)c(C(C)=O)c3cc(OC(=O)c4ccco4)ccc32)cc1OC	-48%	-13	171	-3	80
26	COc1cc(OC)c(NC(=O)c2ccco2)cc1Cl	10%	-13	174	12	90
27	Cc1cc(=O)oc2ccc(OCC(=O)N3CCc4ccccc43)cc12	-8%	13	103	8	70
28	Cc1ccc(-c2nc(-c3cccnc3)no2)c(C)c1	23%	-12	131	-17	65
29	COc1ccc(C2CC(c3ccccc3)Nc3ncnn32)cc1 (configuration not stated)	-6%	9	58	6	90
30	Cc1cc(C)cc(OC(=O)CS(=O)c2ccc(C(F)(F)F)cc2[N+](=O)[O-])c1 (configuration not stated)	4%	1	131	-7	15
31	Cc1ccc(-n2nc(-c3cccnc3)cc2C(=O)N2CCOCC2)c(C)c1	-27%	?	nt	1	90
32	CN(C)S(=O)(=O)c1ccc(NC(=O)N2CCN(c3cccc(C(F)(F)F)c3)CC2)cc1	-106%	-1	134	nt	nt
33	O=C(c1ccc(Cl)c(Cl)c1)N1CCOCC1	nt	-13	132	-8	91
34	Cc1ccc(C)c(Cn2c(=O)n(CCC(=O)NCc3ccco3)c(=O)c3ccccc32)c1	1%	nt	nt	-5	52
35	CCCn1nnnc1SCC(=O)Nc1ccc(F)cc1	7%	-10	201	-8	91
36	CCOC(=O)c1ccccc1NC(=O)CSc1nc(N)cc(N)n1	nt	-5	116	10	84

nr	MRP resist rev with doxorubicin	NFkB transloc pot	NFkB transloc pot cell count 2 µM	Bcl-B displacement
25	83	13	171	-12%
26	79	13	174	-11%
27	62	-13	103	6%
28	82	12	131	-7%
29	84	-9	58	-4%
30	22	-1	131	2%
31	89	-66	42	-10%
32	nt	1	134	-3%
33	99	13	132	nt
34	57	nt	nt	0%
35	99	10	201	3%
36	74	5	116	nt

The list continues:
nr	compound	PLAP inhibitors HTS	NFkB transloc inh	NFkB transloc inh cell count 2 µM	MRP resist rev	MRP resist rev cytotoxicity
37	CC(C)(C)NS(=O)(=O)c1ccc(CCC(=O)O)cc1	8%	5	151	14	98
38	CN(C)c1nc(N2CCOCC2)nc(N(c2ccccc2)c2ccccc2)n1	-58%	-3	110	-6	103
39	Cc1oc(C(=O)O)cc1CSCc1cc(C(=O)O)c(C)o1	-3%	-16	167	4	98
40	Cc1c(Cl)cccc1-n1c(SCC(=O)NCc2cccs2)nnc1-c1ccncc1	-28%	-4	137	-2	83
41	Cc1noc(C)c1CSCC(=O)OCC(=O)NC1CCCCC1	15%	-1	111	-2	95
42	CCOC(=O)Cn1nnnc1C(C(C)C)N(Cc1cc2c(C)cc(C)cc2[nH]c1=O)C1CCCC1 (configuration not stated)	nt	1	122	-5	59
43	COc1ccc(CN2CCNC(=O)C2CC(=O)O)cc1OC (configuration not stated)	nt	4	162	12	101
44	O=c1c2ccccc2nc2n1CCCS2	-3%	10	156	nt	nt
45	Cc1ccc(C2C(C#N)=C(N)SC(N)=C2C#N)cc1	-22%	-9	103	2	96
46	CCCCC1CCC(C(=O)Nc2c(C)n(C)n(-c3ccccc3)c2=O)CC1 (configuration not stated)	nt	4	106	-2	100
47	O=C(/C=N/O)Nc1ccccc1C(=O)O	4%	-1	186	-4	95
48	CC(=O)N1CCc2cc(S(=O)(=O)N3CCOCC3)ccc21	8%	-16	63	-4	95

nr	MRP resist rev with doxorubicin	NFkB transloc pot	NFkB transloc pot cell count 2 µM	Bcl-B displacement
37	85	-5	151	-11%
38	109	3	110	3%
39	94	16	167	7%
40	85	4	137	-8%
41	98	1	111	-1%
42	64	-1	122	nt
43	89	-4	162	nt
44	nt	-10	156	-13%
45	94	9	103	-264%
46	103	-4	106	nt
47	99	1	186	3%
48	99	16	63	12%

(more compounds)
nr	compound	PLAP inhibitors HTS	NFkB transloc inh	NFkB transloc inh cell count 2 µM	MRP resist rev	MRP resist rev cytotoxicity
49	CCS(=O)(=O)Nc1ccc(C(=O)CC2(O)C(=O)Nc3ccc(Br)cc32)cc1 (configuration not stated)	-5%	0	127	-35	55
50	COc1ccc(CCn2c(C)cc(C(=O)CSc3nnnn3C)c2C)cc1	0%	-6	133	11	96
51	COc1ccc(CC(=O)Nc2ccc(N3CCN(c4ccc(OC)cc4)CC3)c(C#N)c2)cc1	17%	nt	nt	-5	71
52	CN(CC(=O)Nc1nccs1)S(=O)(=O)c1ccc(F)cc1	11%	-17	174	-6	95
53	COc1ccc(N=C2S/C(=C\c3cc(C)n(C)c3C)C(=O)N2C)cc1	5%	-8	180	nt	nt
54	C=CCSc1nnc2nc3c(nn12)c1cc(C)ccc1n3CC=C	-39%	0	217	45	66
55	COc1cccc(NC(=O)Cn2c(-c3cncs3)nc3ccccc32)c1	-105%	-12	118	4	75
56	Cc1ccc(Nc2nc(CSc3nnnn3C)cs2)cc1	-14%	1	130	25	102
57	CCN(CC)C(=O)CSc1ncnc2c1nnn2-c1ccc(F)cc1	2%	-14	83	8	94
58	Cc1cc(S(=O)(=O)NCC(C)C)ccc1OCC(=O)N1CCOCC1	7%	2	157	7	93
59	Cc1nc2nc(-c3ccccc3)nn2c(C)c1Cl	nt	1	126	-20	62
60	CCOC(=O)CSC1=Nc2ccccc2C2=NC(CC(=O)NCc3ccccc3)C(=O)N12 (configuration not stated)	-18%	-5	107	36	97

nr	MRP resist rev with doxorubicin	NFkB transloc pot	NFkB transloc pot cell count 2 µM	Bcl-B displacement
49	90	0	127	-8%
50	85	6	133	-7%
51	76	nt	nt	-6%
52	101	17	174	-5%
53	nt	8	180	-15%
54	21	0	217	nt
55	71	12	118	0%
56	76	-1	130	0%
57	86	14	83	17%
58	86	-2	157	-2%
59	82	-1	126	nt
60	61	5	107	-5%

The list goes on.
nr	compound	PLAP inhibitors HTS	NFkB transloc inh	NFkB transloc inh cell count 2 µM	MRP resist rev	MRP resist rev cytotoxicity
61	CCc1cc2c(=O)c(-c3ccc4c(c3)OCCO4)coc2cc1OC(=O)c1ccco1	-6%	-8	158	-13	15
62	O=C(NCc1ccccc1)c1ccc(OC2CSC2)cc1	12%	-8	110	4	93
63	COc1ccc(-c2nc(CS(=O)CC(=O)N3CCCC3)c(C)o2)cc1 (configuration not stated)	-52%	nt	nt	-5	95
64	CN1CCN(S(=O)(=O)c2ccc(NC(=O)C(C)(C)C)cc2)CC1	-18%	24	147	nt	nt
65	COc1cccc(NC(=O)Cn2nnc(-c3ccccc3N)n2)c1	21%	nt	nt	-3	90
66	O=C(Nc1ccc(NC(=O)C2CC2)cn1)c1ccccc1Cl	-3%	10	18	7	91
67	COc1ccc(-c2nnc(SCC(=O)Nc3cccc(Cl)c3)o2)cc1	-1%	7	179	2	89
68	CCOc1ccccc1-n1c(SCC(=O)NC(C)CC)nnc1-c1ccoc1C (configuration not stated)	-6%	-5	99	-5	77

nr	MRP resist rev with doxorubicin	NFkB transloc pot	NFkB transloc pot cell count 2 µM	Bcl-B displacement
61	28	8	158	-14%
62	90	8	110	-3%
63	100	nt	nt	5%
64	nt	-24	147	-2%
65	93	nt	nt	10%
66	84	-10	18	3%
67	87	-7	179	4%
68	82	5	99	-13%
